TAG inh: triacylglycerol accumulation inhibition; actives 0.66% (n = 230,000); inhibition, % at 12.5 µM; H9c2 cells, Nile Red lipid (TAG) fluorescence; cells loaded with 200 µM oleic acid;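 active = pattern-corrected inhibition of lipid staining of at least 50% with the nuclear-stain viability signal not falling by more than 50%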;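 also: 0% = DMSO wells and 100% = triacsin C control wells; some results filed as inactive read as strong as hits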
TAG inh DAPI viability: also measured in TAG inh; calls as there; DAPI nuclei signal change (viability), lower = more cytotoxic, %;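 whole-well DAPI fluorescence read on a plate reader as a viability signal; minus 50 percent equals half of cells still viable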
* hit, by the source's call. Only part of the results is shown. The share of hits here may be higher or lower than overall.

Results follow in this order: TAG inh	TAG inh DAPI viability
- Cc1ccc(S(=O)(=O)N(C)CC(=O)NNC(=O)CCC(=O)c2ccc(F)cc2)cc1
→ -2	5
- O=C(NC1CCSc2ccccc21)c1ccccc1Br (configuration not stated)
→ 2	2
- COc1ccnc(Oc2ccc(Cl)cc2)c1C#N
→ -10	7
- COC(=O)c1ccccc1NC(=O)c1cccnc1
→ 5	1
- Cc1nc(C)c(C(=O)N/N=C/c2cn(C)c3ccccc23)s1
→ 30	5
- Cc1c(NC(=O)COC(=O)CCC(=O)c2ccc(Cl)cc2)c(=O)n(-c2ccccc2)n1C
→ -4	3
- Cc1ccccc1C(=O)Nc1nnc([C@@H]2C[C@H](O)[C@@H](CO)O2)s1
→ -27	5
- O=C(NCc1ccncc1)C1CCN(S(=O)(=O)c2ccc(Cl)c(C(F)(F)F)c2)CC1
→ 1	-4
- CC1CCC2(CC1)NC(=O)N(CC(=O)N1CCN(S(=O)(=O)c3ccccc3)CC1)C2=O (configuration not stated)
→ -14	14
- O=C(CCS(=O)(=O)Cc1ccccc1)N1CCN(c2ccc([N+](=O)[O-])cc2)CC1
→ -15	-6
- O=C(Nc1ccc(Br)cc1)N1CCc2ccccc2C1
→ -15	1
- CN1CCN(c2ccc(Cl)cc2NC(=O)CN2C(=O)NC(C)(c3ccccc3)C2=O)CC1 (configuration not stated)
→ 26	-18
- COC(=O)N1CCCCC1c1cc(C(=O)NCc2ccc(F)cc2)no1 (configuration not stated)
→ 12	-18
- COC(=O)c1ccccc1NC(=O)Nc1ccc(Br)cn1
→ 12	5
- CCOC(=O)C1=C(c2ccccc2)NC(=S)NC1C (configuration not stated)
→ -3	2

Random excerpt: four compounds from above
Results follow in this order: TAG inh	TAG inh DAPI viability
- Cc1nc(C)c(C(=O)N/N=C/c2cn(C)c3ccccc23)s1
→ 30	5
- COc1ccnc(Oc2ccc(Cl)cc2)c1C#N
→ -10	7
- Cc1ccc(S(=O)(=O)N(C)CC(=O)NNC(=O)CCC(=O)c2ccc(F)cc2)cc1
→ -2	5
- O=C(Nc1ccc(Br)cc1)N1CCc2ccccc2C1
→ -15	1

Back to the main list, repeating the four entries before the break.
Results follow in this order: TAG inh	TAG inh DAPI viability
- CN1CCN(c2ccc(Cl)cc2NC(=O)CN2C(=O)NC(C)(c3ccccc3)C2=O)CC1 (configuration not stated)
→ 26	-18
- COC(=O)N1CCCCC1c1cc(C(=O)NCc2ccc(F)cc2)no1 (configuration not stated)
→ 12	-18
- COC(=O)c1ccccc1NC(=O)Nc1ccc(Br)cn1
→ 12	5
- CCOC(=O)C1=C(c2ccccc2)NC(=S)NC1C (configuration not stated)
→ -3	2
- COc1ccc(Cl)cc1NS(=O)(=O)c1cccc(C(=O)NCC(c2ccco2)N(C)C)c1 (configuration not stated)
→ -8	9
- NC(=O)c1ccc(NC(=O)COC(=O)/C=C/c2ccc3c(c2)OCO3)cc1
→ 7	-5
- COc1ccc(Cl)cc1NC(=O)CN(C)C(=O)c1cc2ccccc2cc1OC
→ -13	7
- OCC1(Cc2ccccc2)CCCN(Cc2ccc3c(c2)OCCO3)C1 (configuration not stated)
→ 4	10
- Cc1csc(NC(=O)CSc2ccc([N+](=O)[O-])cn2)n1
→ -7	-2
- O=c1c2cnn(-c3ccc(F)cc3)c2ncn1Cc1ccc(F)cc1
→ -6	9
- CC(=O)Nc1nnc(-c2ccc3c(c2)CCCC3)o1
→ 0	1
- CCOc1ccc(-n2c(Cc3cc(=O)[nH]c(=O)[nH]3)nnc2SC(C)C(=O)OC)cc1 (configuration not stated)
→ 9	-11
- Cc1nc([N+](=O)[O-])c(Br)n1CC(=O)c1ccc2ccccc2c1
→ 7	17
- COC(=O)c1ccccc1NS(C)(=O)=O
→ 2	0
- O=C(CN1CCN(c2ccc(F)cc2)CC1)NCC1CCCO1 (configuration not stated)
→ -8	-6
- O=C1NC(c2ccccc2)CCO1 (configuration not stated)
→ 15	-5
- O=C(CCn1c(=O)oc2ccccc21)n1c(=O)oc2ccccc21
→ 11	16
- C[C@@H]1CN([C@H](C)CO)C(=O)c2c(c3ccccc3n2C)-c2ccccc2CO[C@H]1CN(C)Cc1ccccc1
→ 34	14
- Nc1n[nH]c(N)c1N=Nc1ccc2c(c1)OCO2
→ 10	2
- Cc1ccc(NC(=O)CC2Oc3ccccc3NC2=O)c(C)c1 (configuration not stated)
→ 12	-12
- Cc1cccc(Cn2c(C(C)(C)C)cc3cccnc32)c1
→ -3	5
- COc1cc(C(=O)Nc2ccc(-c3nnc(-c4ccco4)o3)cc2)cc(OC)c1OC
→ 30	-13
- CCOC(=O)C1CCN(C(=O)Cc2cccs2)CC1
→ -1	5
- O=C(O)Cc1ccc(S(=O)(=O)Nc2ccccc2C(=O)O)cc1
→ -2	6
- Cc1c(CCO)c(=O)[nH]n1S(=O)(=O)c1ccc(Cl)cc1Cl
→ 0	1
- CN(CC(=O)Nc1ccc(Cl)c(C(F)(F)F)c1)C(=O)CCN1C(=O)C2CCCCC2C1=O (configuration not stated)
→ -5	3
- Cc1ccc(NC(=O)COC(=O)C2CSC3(C)CCC(=O)N23)c(C)c1 (configuration not stated)
→ 6	-6
- Cn1nc(C(F)(F)F)c2cc(C(=O)Nc3ccc(F)c(Cl)c3)sc21
→ 12	-6
- O=C(O)C1CC(=O)N(c2ccc3c(c2)OCCO3)C1 (configuration not stated)
→ -26	5
- C#Cc1ccc([C@H]2C=C(C(=O)N3CCN(Cc4ccc5c(c4)OCO5)CC3)O[C@@H](OCc3ccc(CO)cc3)C2)cc1
→ -8	7
- Cc1ccc(Cl)cc1NC(=S)N(CCN(C)C)C(C)c1ccccn1 (configuration not stated)
→ -6	7
- COc1ccc2[nH]c3c(C)c4cc[n+](C)cc4c(C)c3c2c1
→ 14	-59
- CCOC(=O)C1CCCN(CCC(=O)Nc2ccc(C)cc2)C1 (configuration not stated)
→ -7	7
- CC(C)C[C@H](NC(=O)c1nc[nH]c1C(=O)NC1CCN(C(=O)OC(C)(C)C)CC1)C(=O)OCc1ccccc1
→ -7	1

Copied from the list:
Result for `CC(C)C[C@H](NC(=O)c1nc[nH]c1C(=O)NC1CCN(C(=O)OC(C)(C)C)CC1)C(=O)OCc1ccccc1` under TAG inh: -7
Result for `CN(CC(=O)Nc1ccc(Cl)c(C(F)(F)F)c1)C(=O)CCN1C(=O)C2CCCCC2C1=O` (configuration not stated) under TAG inh: -5
Result for `COC(=O)c1ccccc1NC(=O)c1cccnc1` under TAG inh DAPI viability: 1
Result for `Cc1nc(C)c(C(=O)N/N=C/c2cn(C)c3ccccc23)s1` under TAG inh: 30
Result for `Cc1ccc(S(=O)(=O)N(C)CC(=O)NNC(=O)CCC(=O)c2ccc(F)cc2)cc1` under TAG inh: -2
Result for `Cc1csc(NC(=O)CSc2ccc([N+](=O)[O-])cn2)n1` under TAG inh DAPI viability: -2

Already shown: entries from further up.
Results follow in this order: TAG inh	TAG inh DAPI viability
- Cc1ccc(Cl)cc1NC(=S)N(CCN(C)C)C(C)c1ccccn1 (configuration not stated)
→ -6	7
- COc1ccc2[nH]c3c(C)c4cc[n+](C)cc4c(C)c3c2c1
→ 14	-59
- CCOC(=O)C1CCCN(CCC(=O)Nc2ccc(C)cc2)C1 (configuration not stated)
→ -7	7
- CC(C)C[C@H](NC(=O)c1nc[nH]c1C(=O)NC1CCN(C(=O)OC(C)(C)C)CC1)C(=O)OCc1ccccc1
→ -7	1

Additional structures:
Results follow in this order: TAG inh	TAG inh DAPI viability
- O=C(Cc1ccc(Cl)cc1)Nc1ccc(-c2nnc(-c3ccco3)o2)cc1
→ -12	22
- Cc1ccc2c(c1)C=CC(C)N2C(=O)c1ccccc1 (configuration not stated)
→ -21	3
- COc1cccc(/C=C/C(=O)c2cccc([N+](=O)[O-])c2)c1
→ 9	11
- O=C(O)c1ccc(CNC(=O)C2CCN(S(=O)(=O)c3cccs3)CC2)cc1
→ -5	7
- COc1cccc(OCc2cc(/C=N/NC(=O)c3ccn[nH]3)ccc2OC)c1
→ -5	0
- CC(=O)O[C@H]1CC[C@@]2(C)C(=CC[C@H]3[C@@H]4CC[C@H](C5(C)OCCO5)[C@@]4(C)CC[C@@H]32)C1
→ 7	-1
- COC(=O)C(c1ccccc1)C(CC(=O)c1ccccc1)c1ccccc1 (configuration not stated)
→ -11	-1
- CC(=O)Nc1cccc(-c2ccnc3c2CC(C)(C(=O)Nc2cccc(Oc4ccccc4)c2)O3)c1 (configuration not stated)
→ -3	-6
- CSCCC(NS(=O)(=O)c1ccccc1F)C(=O)NCc1ccncc1 (configuration not stated)
→ 2	-7
- O=C1CC(/C=C/c2ccc(Cl)cc2)=Nc2ccccc2N1
→ 31	5
- Clc1ccc(-c2cnc3cccnn23)cc1
→ 14	32
- Cc1ccc(OCC(=O)Nc2ccc(S(=O)(=O)NC3=NCCCCC3)cc2)cc1
→ -2	11
- Oc1ccc(Br)cc1Cn1nnc2ccccc21
→ -16	-2
- CN(C)S(=O)(=O)c1cccc(CSc2cccc[n+]2[O-])c1
→ -2	-6
- O=C(CCC(=O)Nc1ccc(F)cc1)N/N=C/c1ccc(O)cc1O
→ 3	-19
- CCOC(=O)C(C)On1c(-c2ccccc2)nc2ccc([N+](=O)[O-])cc21 (configuration not stated)
→ -3	9
- COc1ccc(N2CCN(C(CNC(=O)C(C)(C)C)c3ccco3)CC2)cc1 (configuration not stated)
→ 5	0
- O=C(OCCN1C(=O)c2ccccc2C1=O)c1ccco1
→ -9	-6
- CC(C)C(NC(=O)c1ccc(C(C)(C)C)cc1)C(=O)N1CCC(C(N)=O)CC1 (configuration not stated)
→ 10	-3
- CCNC(=O)C1(C)CCN(C(=O)c2ccccc2)C1 (configuration not stated)
→ -3	5
- N#Cc1cc(C(=O)c2cc(Cl)ccc2O)cn(CC2CCCO2)c1=O (configuration not stated)
→ -8	-5
- COc1ccc(NC(=O)[C@@H]2CCCN2S(=O)(=O)c2ccccc2F)cc1S(=O)(=O)N1CCCCC1
→ 0	1
- COc1ccc(-c2cn[nH]c2-c2ccc(OCc3ccccc3F)cc2O)cc1OC
→ -8	14
- CC1(C)CC(=O)C(C2(O)C(=O)N(Cc3ccccc3)c3ccccc32)CO1 (configuration not stated)
→ 1	-2
- CCOC(=O)n1c(SCC(N)=O)nc2ccccc21
→ -7	-1
- COc1ccc(C(=O)Oc2cc(/C=N/NC(N)=S)ccc2OC)cc1
→ 38	-4
- CCN1CCN(C(=O)c2nn(-c3ccc(C)cc3)c(=O)c3c2c2ccccc2n3C)CC1
→ 28	4
- COc1ccc(C(C)=O)cc1CC1(C)C(=O)Nc2ccc(OC(F)(F)F)cc21 (configuration not stated)
→ 8	-6
- CC(=O)Nc1cncc(-c2cccc(C(=O)N(C)C)c2)n1
→ -3	-6
- O=C(CNc1cc(S(=O)(=O)N2CCOCC2)ccc1N1CCOCC1)Nc1cccc(C(F)(F)F)c1
→ 3	-9
- CN(C)c1ccc(C(=O)Nc2nnc(C3=COCCO3)o2)cc1
→ -6	3
- COc1ccc(CN2C[C@@H](CO)O[C@@H](n3cnc4c(N5CCN(C)CC5)ncnc43)C2)cc1
→ 23	-10
- COc1ccccc1NC(=O)NCc1nc(-c2ccc(C(F)(F)F)cc2)no1
→ -31	4
- COc1ccc(CNC(=O)c2cccc(NC(=O)CC3SC(N4CCCCC4)=NC3=O)c2)cc1 (configuration not stated)
→ 1	13
- C[C@@H](CN=[N+]=[N-])CN1CC[C@H](NC(=O)OCc2ccccc2)CCC1=O
→ 5	-7
- CCc1nc2ccc(C(=O)Nc3ccc(OC)c(OC)c3)cn2c1N(C)C(=O)c1cccc(OC)c1
→ -17	16
- Cc1nnc(NC(=O)c2ccc(Br)cc2)s1
→ -3	-2
- O=C(Cn1ncc(Cl)c(Cl)c1=O)N1CCc2ccccc21
→ 85	-60
- O=C(COC(=O)c1ccc2ccccc2n1)c1ccc(F)cc1
→ 0	13
- Cc1cccc(N2CCN(Cc3nc(CC4CC4)no3)CC2)n1
→ -2	3
- Cc1nn2c(CN(C(=O)c3ccco3)c3ccccc3)nnc2c2ccccc12
→ -4	-3
- CC1=NN(c2ccc(S(=O)(=O)O)cc2Cl)C(=O)C1
→ 12	-1
- Cc1ccn(CC(=O)O)c(=O)c1
→ -3	-11
- Cc1ccsc1C(=O)NCC(C)(C)N1CCOCC1
→ -6	-4
- COc1cc(CCC(=O)NNC(=O)c2ccc(C)cc2)cc(OC)c1OC
→ 0	8
- CC(C)NC(=O)C1CCN(Cc2cccc(OCc3ccccc3)c2)CC1
→ 35	-13
- C=CCNC(=O)COC(=O)c1cccnc1Nc1ccccc1F
→ -9	0
- CCC1(C)Cc2c(sc3nc4n(c(=O)c23)CCCS4)CO1 (configuration not stated)
→ -5	5
- O=C(O)C1=C[C@H](C2CC2)C[C@H](OCCCCO)O1
→ -13	9
- CCCCNC(=O)N1CCN(c2ncccn2)CC1
→ 7	8
- c1nnc(-c2ccc3c(c2)OCO3)o1
→ 3	0

Screening data as filed in PubChem BioAssay.
